# ABHD5-PLIN5 inh = ABHD5-PLIN5 interaction inhibitors, primary screen, cell lysate, split luciferase complementation, luminescence. Perilipin-5 (Homo sapiens) + 1-acylglycerol-3-phosphate O-acyltransferase ABHD5 (Homo …. inhibition, % at 4 µM. actives 0.78% (n = 360,000). Split G. princeps luciferase complementation, 4 h;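 active means inhibition above the mean inhibition across every tested compound plus 3 SD, cut at about 22% in these data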;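 further: 0% = DMSO only wells and the 100% control is not disclosed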
# ABCB6 inh 2 = ABCB6 transporter inhibitors, primary screen, K562-ABCB6 cells, flow cytometry, MLPCN library; ATP-binding cassette sub-family B member 6 (Homo sapiens), Q9NP58; K562-ABCB6 porphyrin accumulation, 1 h; stronger effect = lower value; fluorescence ratio to DMSO, % at 10 µM; actives 0.19% (n = 360,000);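 active means fluorescence ratio to DMSO below 75%, the collection mean minus 3 SD; inconclusive means too few cells collected in the well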;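 further: signal is porphyrin accumulated inside mitochondria; 100% equals median channel fluorescence of DMSO control wells; lower ratio means ABCB6 inhibition with less porphyrin fluorescence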
# Target sequence (Q9NP58 whole entry, looked up): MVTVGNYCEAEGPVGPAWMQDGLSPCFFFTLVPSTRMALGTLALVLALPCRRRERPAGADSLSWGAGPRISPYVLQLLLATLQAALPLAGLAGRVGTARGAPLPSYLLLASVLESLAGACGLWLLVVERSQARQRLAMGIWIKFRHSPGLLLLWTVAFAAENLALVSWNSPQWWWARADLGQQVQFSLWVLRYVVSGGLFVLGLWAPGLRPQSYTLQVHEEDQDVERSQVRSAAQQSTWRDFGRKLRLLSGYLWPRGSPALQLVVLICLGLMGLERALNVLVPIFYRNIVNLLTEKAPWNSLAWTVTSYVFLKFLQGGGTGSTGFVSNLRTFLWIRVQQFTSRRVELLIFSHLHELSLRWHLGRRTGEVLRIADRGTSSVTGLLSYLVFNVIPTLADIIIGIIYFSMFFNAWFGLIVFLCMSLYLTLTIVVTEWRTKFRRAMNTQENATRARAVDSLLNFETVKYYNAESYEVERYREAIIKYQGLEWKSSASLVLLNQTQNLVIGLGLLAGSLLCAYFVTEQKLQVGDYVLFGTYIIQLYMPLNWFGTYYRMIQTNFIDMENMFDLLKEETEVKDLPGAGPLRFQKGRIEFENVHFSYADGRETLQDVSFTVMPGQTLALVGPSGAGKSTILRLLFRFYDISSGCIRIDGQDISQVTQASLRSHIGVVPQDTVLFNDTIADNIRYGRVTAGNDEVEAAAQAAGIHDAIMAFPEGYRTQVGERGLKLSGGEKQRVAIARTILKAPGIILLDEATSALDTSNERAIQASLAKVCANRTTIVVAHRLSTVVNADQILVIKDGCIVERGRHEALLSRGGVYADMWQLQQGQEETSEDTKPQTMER
# Exocytosis inh = LAMP-1 surface exposure blockers, TALL-104 cells – cell-based, flow cytometry, MLPCN library, primary screen. TALL-104 LAMP-1 surface exposure; cells stimulated with thapsigargin and PMA. inhibition, % at 10 µM. actives 0.66% (n = 360,000). AID 651702, 2012;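 active means inhibition above about 55%, limit read from the data; inconclusive means no clear call, values can overlap the other calls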
# MC4R ag barr = MC4R agonists recruiting beta-arrestin, primary screen, cell-based, luminescence, agonist arm of biased-ligand search; U2OS MC4R beta-arrestin complementation; percent of melanotan II response, DMSO zero; activation, % at 8.9 µM; actives 0.98% (n = 360,000); AID 540308, 2011;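 active means activation above a per-plate cutoff, the mean activation of sample wells on that plate plus 3 SD, cut at about 8% in these data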
# NOD2-RIPK2 inh = NOD2-RIPK2 binding disruptors in cells, primary screen, fluorescence, CHO cells, BLA complementation | Receptor-interacting serine/threonine-protein kinase 2 (Homo sapiens), O43353 | CCF4 ratio | inhibition, % at 4.98 µM | actives 0.38% (n = 360,000) | AID 624267, 2012; in the data active means inhibition above about 21%;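 further: 0% = vehicle only and 100% = reference blocker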
# MC4R antag cAMP = MC4R antagonists of cAMP signaling, primary screen, cell-based, TR-FRET, antagonist arm of biased-ligand search | Melanocortin receptor 4 (Homo sapiens), P32245 | MC4R-expressing cells, MTII-stimulated cAMP, LANCE TR-FRET | inhibition, % at 6.5 µM | actives 0.48% (n = 360,000) | AID 540295, 2011;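 active means inhibition above its plate's cutoff, the mean of tested wells on that plate plus 3 SD, cut at about 29% in these data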;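 further: 0% = Melanotan II alone and 100% = Melanotan II plus saturating MCL0020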
#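 material = U2OS cells stably expressing human melanocortin 4 receptor (MC4R) | also added = Melanotan II challenge | dosing = single nominal compound dose of 6.5 µM | detection = TR-FRET with Eu-cAMP and labeled anti-cAMP, 671 nm | replication = singlicate | timing = compound 30 min, challenge 1 h, detection 1 h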
# N-glyco inh = increase of ERlucT glycosylation luciferase signal, primary screen, N-linked glycosylation inhibitor project, D54 ERlucT cells, luminescence, set 2; D54 ERlucT glycosylation luciferase reporter, 24 h; percent of 100 nM tunicamycin response; reporter increase, % at 12.5 µM; AID 588692, 2011; actives 0.23% (n = 360,000);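 active means mean luciferase reporter signal, scaled so untreated is 0 and the glycosylation-blocking control 100, at or above a set limit in every replicate; inconclusive means mean reaches the limit but not every replicate does; inactive means mean below the limit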;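 further: luciferase carries N-glycosylation sites so blocking glycosylation raises the light; 0% = median of neutral control wells and 100% = median of 100 nM tunicamycin wells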
# TLR9-MyD88 block = inhibitors of TLR9-MyD88 association in cells, primary screen, cell-based, CHO, BLA complementation, fluorescence. inhibition, % at 4.98 µM. AID 504734, 2011. CCF4 FRET ratio. actives 0.21% (n = 340,000);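 active means inhibition above the mean over all tested compounds plus 3 SD, cut at about 21% in these data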;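 further: 0% = DMSO only wells and 100% = clavulanate BLA inhibitor control wells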
# Vif imaging = HIV Vif self-association inhibitors, primary screen, imaging, HEK293T, single point | inhibition, % at 7.49 µM | HEK293T cells, Vif self-association by quenched fluorescence, 24 h | actives 0.35% (n = 340,000); in the data active means inhibition above about 50%, passing the limit was not always enough; inconclusive means no clear call, values can overlap the other calls; inactive means below about 31%; further: some results filed as inactive read as strong as hits
# aDG glyco act = activators of alpha-DG glycosylation, primary screen, uHTS, Pro5-aDG cells, AlphaScreen. activation, % at 10 µM. actives 0.22% (n = 360,000). alpha-DG glycosylation AlphaScreen (IIH6); 0% Pro5, 100% B10-LARGE cell signal;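 active means activation of at least 8% versus controls, or a plate z-score of at least 8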;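 further: Pro5 are CHO cells carrying HIG-tagged alpha-DG that lacks glycosylation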
# * = called active by the depositor; ? = inconclusive; . = not tested or not shown. A portion of the library; the hit share may differ from the screen's.
SMILES,ABHD5-PLIN5 inh,ABCB6 inh 2,Exocytosis inh,MC4R ag barr,NOD2-RIPK2 inh,MC4R antag cAMP,N-glyco inh,TLR9-MyD88 block,Vif imaging,aDG glyco act
Cc1nc2nc3c(c(=O)n2[nH]1)CCC3,-4,102,-1,-1.9,-18,2,1,3,-3,-0.1
NC(=O)c1ccc(C23CC4CC(CC(C4)C2)C3)o1,-1,105,1,-0.9,5,10,0,-5,0,-0.1
COC(=O)Cc1[nH]nc2c1C(c1c[nH]c3ccccc13)C(C#N)=C(N)O2 (stereo not given),-3,94,-4,-0.9,-5,-3,4,-4,-15,0.3
CN(Cc1ccccc1)C(=O)c1cccc(NC(=O)Cc2ccc(NC(=O)C3CCCN(C(=O)c4ccccc4)C3)cc2)c1 (stereo not given),18,93,0,1.1,-4,3,-2,-9,-5,0.0
CN(c1ccccc1)c1nc(N)c([N+](=O)[O-])c(N2CCCC2)n1,-8,79,-10,-2.0,-13,-1,-3,-14,-5,0.0
Cc1ccc(S(=O)(=O)CCC(=O)Nc2ccc(Br)cc2)cc1,1,94,2,-1.9,-5,0,0,4,.,0.1
Cc1ccc(C(c2nnnn2Cc2cccs2)N2CCN(C(=O)c3ccco3)CC2)cc1 (stereo not given),-2,147,-1,-1.7,-2,0,-5,0,-2,0.1
O=C(CSc1n[nH]c(-c2ccco2)n1)Nc1ccccc1Cl,4,97,0,-0.3,-14,-2,-1,7,7,-0.2
CCCNS(=O)(=O)c1ccc(CCC(=O)N2CCOCC2)cc1,-1,90,-1,-0.8,-5,-4,1,-5,1,-0.1
O=C(Nn1c(-c2ccccc2)nc2ccccc2c1=O)c1cccs1,-4,105,0,0.9,-1,6,3,-8,2,-0.3
COc1cc(C(=O)N(C)Cc2cccc(OC)c2OC)ccc1OCC(=O)Nc1cccc(C(F)(F)F)c1,1,101,4,2.3,-3,17,-4,-1,-4,2.1
CCOc1ccccc1OCC(=O)Nc1cc2c(cc1C(=O)O)OCCCO2,-6,95,-9,-1.4,-4,17,3,-1,8,0.0
Cc1occc1-c1nnc(SCCCC(=O)c2ccc(F)cc2)n1C,1,98,-4,-1.9,-1,4,-3,-14,5,0.0
COC(=O)c1cc(CNC(=O)C2CC(=O)N(c3ccc4c(c3)OCCO4)C2)ccc1OC (stereo not given),-4,93,-3,-2.9,-1,8,0,0,-1,-0.1
O=C(CC1Nc2ccccc2NC1=O)Nc1cc(Cl)cc(Cl)c1 (stereo not given),3,109,1,0.3,-2,-10,3,-3,4,0.7
CCSc1cnnc2ccccc12,-1,95,0,-0.9,-2,-2,3,-8,-3,0.1
CN1CCN(Cc2nc3c([nH]2)c(=O)[nH]c(=O)n3C)CC1,7,97,-9,0.3,-8,-2,-1,12,-1,-0.1
O=C(Nc1ccc(Cc2ccc(NC(=O)C3CC3)c(O)c2)cc1O)C1CC1,-4,93,1,-1.6,-5,9,-1,4,-5,-0.1
CC(C)CCN1C(Nc2ccccc2)=NC[C@@H]1CC(C)C,2,97,14,-2.4,-13,7,1,-1,-2,-0.2
CCC(=O)N(CCC(c1ccco1)C(C)C)Cc1ccccc1 (stereo not given),-4,100,0,2.8,-5,-6,-4,-6,-4,-0.1
COc1ccccc1N1CCN(Cc2cc(=O)oc3cc(C)cc(C)c23)CC1,0,96,-2,.,2,.,1,.,-5,-0.1
CCc1cccc(NC(=O)C2CCCN(S(=O)(=O)c3ccc4[nH]c(=O)ccc4c3)C2)c1 (stereo not given),-3,102,5,-1.3,-3,13,-2,-4,-1,-0.1
Cc1ccc(S(=O)(=O)NN=C2CC3CCC2(C)C3(C)C)cc1 (stereo not given),-3,94,-6,0.0,-14,0,-4,-1,12,0.5
CCC(=O)Nc1cc(SCCO)cc([N+](=O)[O-])c1,2,104,-1,0.3,-5,1,2,-6,?,-0.2
NC(=O)CC[C@@H]1NC(=O)[C@H](Cc2ccc(O)cc2)NC(=O)c2cc([N+](=O)[O-])cc(F)c2OCC[C@@H](C(N)=O)NC1=O,3,99,-9,0.6,-9,0,-1,4,2,0.0
# Further records follow:
SMILES,ABHD5-PLIN5 inh,ABCB6 inh 2,Exocytosis inh,MC4R ag barr,NOD2-RIPK2 inh,MC4R antag cAMP,N-glyco inh,TLR9-MyD88 block,Vif imaging,aDG glyco act
CCn1c(=O)c(C(=O)Nc2ccc(C)cc2C)c(O)c2ccccc21,0,103,14,-0.4,4,5,0,1,-4,0.1
CC(C)C(N)c1csc(Nc2ccc(C(F)(F)F)cn2)n1 (stereo not given),-4,103,-3,-0.2,1,-10,-4,.,1,1.6
CCOc1cccc(-c2cc(NCCc3ccccn3)n3nccc3n2)c1,-8,97,-3,-0.4,-23,3,0,.,-2,-0.1
CCOc1ccc(N(C(=O)c2ccc3c(c2)OCO3)C2C=CS(=O)(=O)C2)cc1 (stereo not given),-8,95,-4,-2.1,-2,-1,2,-3,3,-0.1
Cc1cc(/C=C2/NC(=O)N(Cc3ccccc3F)C2=O)c(C)n1C,7,101,1,0.1,-7,35*,0,6,23,-0.6
Cc1ccc(OCc2nc(-c3ccccn3)no2)c(Br)c1,-4,99,0,0.2,-4,5,-17,-4,3,0.1
Cc1nn(-c2ccc(Cl)cc2)c2[nH]c(=O)c(CNCc3ccc4c(c3)OCO4)cc12,4,101,-3,0.6,9,7,-1,6,5,-0.1
CCn1nc(NC(=O)C2CCCO2)c2cc3cc(C)ccc3nc21 (stereo not given),7,103,-1,-0.8,-1,-3,5,5,.,-0.2
O=C(COC(=O)/C=C/c1ccc(OC(F)F)cc1)Nc1cccc(S(=O)(=O)N2CCCC2)c1,-6,94,0,-1.9,5,13,-2,-1,-2,0.0
CN(C(=O)Cn1nnc(-c2ccc(F)cc2)n1)C1CCS(=O)(=O)C1 (stereo not given),6,94,-1,-1.3,-3,5,1,-2,1,-0.1
C=CCN(c1ccccc1OC)S(=O)(=O)c1ccc(Cl)c(C(=O)NCc2ccco2)c1,1,96,0,-1.1,9,4,-2,6,-18,-0.1
FC(F)(F)c1nnc2c(Sc3ccccc3)nc3ccc(Cl)cc3n12,3,95,-4,-0.7,-14,8,1,6,-13,-0.5
O=c1c(-c2n[nH]c(=S)n2-c2ccccc2)cccn1Cc1cccc(Cl)c1,0,97,-1,-1.7,10,-4,2,1,3,-0.2
CC(/C=N/NC(=S)Nc1cccc(S(=O)(=O)N(C)C)c1)c1ccccc1 (stereo not given),-11,99,4,-3.1,1,17,1,4,-9,-0.2
CCCCN(C)C(=O)C1CCN(Cc2cccc(OCc3ccccc3)c2)CC1,12,94,45,-0.2,-1,6,-1,4,-4,0.4
O=C1CC(c2ccc3c(c2)OCO3)CN1 (stereo not given),-9,117,3,-1.1,-4,5,2,8,-2,-0.1
O=C(O)/C=C/c1cnc[nH]1,-12,102,0,0.3,-7,16,1,-7,-4,0.1
COc1cccc(CNc2nc3cc(-c4ccc(F)cc4)sc3c(=O)n2C)c1OC,1,95,8,0.0,2,7,-5,.,-34,0.6
O=C(COC(=O)C12CC3CC(CC(Br)(C3)C1)C2)Nc1c(F)cccc1F,4,87,4,1.1,5,14,-3,3,4,0.0
CC(C)C[C@H](NC(=O)C1CC(=O)N(c2ccc(F)cc2)C1)C(=O)N1CCCCC1 (stereo not given in full),-12,96,-2,-2.2,-77,8,1,-10,-2,1.0
CCCS(=O)(=O)NC(=O)C1(C)CCN(C(=O)c2c(F)cccc2F)C1 (stereo not given),-4,99,6,1.5,-12,3,2,.,-6,0.0
CCCCC(CC)C(=O)Nc1ccc(C)c(O)c1 (stereo not given),-2,867,-7,-4.2,-1,0,0,4,4,-0.3
COc1ccc(CCN2C(=O)CC(NCc3ccc4c(c3)OCO4)C2=O)cc1OC (stereo not given),7,97,1,-2.0,-2,4,0,2,-5,0.0
COc1cc(OC)cc(C2=Cc3ccc(OC)cc3C(CC(C)=O)N2c2ccc(C#CCCO)cc2)c1 (stereo not given),-4,106,5,.,6,.,.,.,.,-0.2
CCOC(=O)c1csc(N)c1-c1ccc([N+](=O)[O-])cc1,-6,93,11,-3.2,-5,5,0,-5,?,0.0
# (continued)
SMILES,ABHD5-PLIN5 inh,ABCB6 inh 2,Exocytosis inh,MC4R ag barr,NOD2-RIPK2 inh,MC4R antag cAMP,N-glyco inh,TLR9-MyD88 block,Vif imaging,aDG glyco act
O=C(CSCc1cccc(Cl)c1)N1CCN(Cc2ccc3c(c2)OCO3)CC1,0,92,-2,1.4,10,3,-2,2,14,-0.1
CCOc1ccc(N=C(/C(C(=O)C(=O)N2CCOCC2)=C(/O)c2ccccc2)c2ccccc2)cc1,-3,94,-5,-1.8,-6,9,-1,-5,-5,-0.2
Cc1ccc(C(=O)N/N=C/c2ccc(N3CCOCC3)cc2)c(C)c1,0,102,5,-2.3,0,10,-3,7,4,0.0
CCOC(=O)CSc1nnc(CSc2nc3sc4c(c3c(=O)[nH]2)CCC4)n1C,3,97,-2,-1.9,-4,9,-2,6,-16,-0.2
Cc1ccc(O)c(NC(=O)c2noc3c2CCCCC3)c1,1,104,-2,-1.6,-2,31*,2,-4,16,-0.2
Cc1ccc(CNc2ccc3c(c2)OCO3)cc1,-3,850,7,-0.2,15,-5,5,9,63*,-0.2
O=C(N/N=C/c1ccc(N2CCOCC2)s1)c1ccc(NS(=O)(=O)c2cccs2)cc1,-11,101,1,-1.6,4,-1,1,3,5,-0.1
CC(C)(C)c1ccc(CS(=O)(=O)CC2(O)CCN(C(=O)c3cccc(C(F)(F)F)c3)CC2)cc1,-3,97,0,0.6,6,2,-2,7,-3,-0.1
Cc1ccc(-n2nnc3c(=O)n(CC(=O)c4ccccc4)cnc32)cc1,-4,99,0,4.3,-3,0,0,-2,3,-0.1
Cc1cc(NC(=O)C(C)SCC(=O)Nc2ccccc2C(C)(C)C)no1 (stereo not given),0,99,-2,0.0,-8,12,-1,-10,-3,-0.2
Cc1ccc(Nc2c([N+](=O)[O-])ccc3nonc23)c(C)c1,0,99,-9,0.9,0,0,-1,7,-14,-0.2
O=C(c1ccc(S(=O)(=O)N2CCCCC2)cc1)N1CCN(c2ccccc2F)CC1,5,88,-2,1.2,-3,-4,0,-9,-4,-0.2
